SUMO1-SIM PPI – modulators of human SUMO1-mediated protein-protein interactions. inhibition, % at 20 µM. SUMO1 binding to a labelled peptide, TR-FRET, 1 h. 360,000 tested, 0.33% active. P63165; in the data active = inhibition above about 37%
LMPTP block – blocks human LMPTP phosphatase; P24666; recombinant LMPTP-A, OMFP fluorogenic substrate, fluorescence intensity; inhibition, % at 20 µM; 360,000 tested, 0.22% active; AID 651560;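 active = compounds that cut the enzyme signal by at least half of the control window in the single-dose screen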;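 also: plate controls were DMSO wells with enzyme plus substrate for no effect and substrate without enzyme for full effect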
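Assay system: LMPTP-A enzyme. Input: 0.625 nM LMPTP-A final. Probe or stimulus: 400 µM OMFP. Compound dosing: single 20 µM dose. Schedule: 50 min dark incubation at room temperature. Detection: fluorescence intensity of OMFP turnover product. Read-out: percent inhibition versus substrate-only and uninhibited controls. Benchmarks: no-enzyme low control, uninhibited high control.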
STEP block – inhibitors of human striatal-enriched phosphatase STEP; recombinant STEP, OMFP fluorogenic substrate, fluorescence; 360,000 tested, 0.25% active; inhibition, % at 20 µM;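 active = inhibition at 20 µM, scaled per plate between control wells, above about 37%, limit read from the data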;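 also: 0% = DMSO with enzyme and substrate and 100% = substrate only without enzyme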
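Assay system: isolated STEP enzyme. Buffer or medium: pH 6.0 Bis-Tris with DTT and Tween 20. Also added: fluorogenic phosphatase substrate OMFP at 25 µM final. Dosing: 20 µM, 1% DMSO. Timing: 20 min reaction, room temperature, in the dark. Measured by: fluorescence intensity, excitation 480 nm, emission 540 nm. Evaluation: normalized % inhibition.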
Rpn11 block – inhibitors of human proteasome Rpn11 | O00487 | human 26S proteasome, Ub4-pepOG fluorescence polarization; 20S core pre-blocked with epoxomicin | calls only at 20 µM | 360,000 tested, 0.59% active;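 active = inhibition at 20 µM, scaled to each plate's controls, above about 33%, limit read from the data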
DNMT1 block – inhibitors of human DNMT1; P26358; DNMT1 molecular beacon, Hinp1I cleavage, fluorescence; inhibition (reported as % activation of signal), % at 10 µM; 360,000 tested, 0.83% active; in the data active = inhibition above about 50%
NRP1-CendR mod – alters CendR peptide binding to human NRP-1 | O14786 | FAM-RPARPAR peptide binding to NRP-1, fluorescence polarization | inhibition, % at 25 µM | 360,000 tested, 0.85% active | AID 602438;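 active = inhibition or corrected inhibition above about 18%, plus a signal ratio from 0.5 to 1.5, limit read from the data, passing the limit was not always enough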; also: strong numbers were not always called active
Target sequence (O14786 whole entry, looked up): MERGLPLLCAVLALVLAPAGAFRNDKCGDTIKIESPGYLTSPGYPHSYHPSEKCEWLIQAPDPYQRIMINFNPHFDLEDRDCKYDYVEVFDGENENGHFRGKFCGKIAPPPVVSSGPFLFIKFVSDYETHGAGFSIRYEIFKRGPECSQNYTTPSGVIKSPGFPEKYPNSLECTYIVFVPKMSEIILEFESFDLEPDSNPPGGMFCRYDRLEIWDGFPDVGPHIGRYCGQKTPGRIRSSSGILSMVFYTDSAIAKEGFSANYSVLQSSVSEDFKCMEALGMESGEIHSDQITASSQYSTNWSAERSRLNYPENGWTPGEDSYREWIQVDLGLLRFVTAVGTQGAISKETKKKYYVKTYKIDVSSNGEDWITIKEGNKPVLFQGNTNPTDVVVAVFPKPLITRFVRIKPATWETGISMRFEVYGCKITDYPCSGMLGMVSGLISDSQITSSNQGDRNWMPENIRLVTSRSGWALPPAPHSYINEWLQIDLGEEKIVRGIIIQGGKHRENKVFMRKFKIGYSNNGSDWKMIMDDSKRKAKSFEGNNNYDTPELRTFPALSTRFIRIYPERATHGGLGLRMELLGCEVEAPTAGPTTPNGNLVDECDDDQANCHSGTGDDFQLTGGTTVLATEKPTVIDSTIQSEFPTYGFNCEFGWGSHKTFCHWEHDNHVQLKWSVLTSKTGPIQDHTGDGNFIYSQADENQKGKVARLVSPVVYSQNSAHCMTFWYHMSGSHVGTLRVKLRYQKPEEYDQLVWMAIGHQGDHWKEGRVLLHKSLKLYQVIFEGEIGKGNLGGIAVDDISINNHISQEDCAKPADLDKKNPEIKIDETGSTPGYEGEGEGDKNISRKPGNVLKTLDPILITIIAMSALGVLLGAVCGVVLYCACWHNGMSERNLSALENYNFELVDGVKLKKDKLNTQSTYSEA
NadD block – inhibitors of Staphylococcus aureus NadD. purified NadD enzyme, colorimetric absorbance read-out. inhibition, % at 20 µM. 360,000 tested, 0.78% active. AID 602399; in the data active = inhibition above about 26%; also: some compounds past the cut are filed as inactive
SKN-1 block – inhibitors of C. elegans SKN-1. AID 624304. inhibition, % at 21.8 µM. 360,000 tested, 0.49% active. C. elegans VP596 Pgst-4::GFP/RFP ratio, acrylamide-induced, 24 h;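 active = interference check ratio from 0.5 to 1.5 plus GFP to RFP signal ratio inhibition reaching or exceeding a fixed threshold, cut at about 30% in these data, passing the limit was not always enough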; also: some compounds called inactive have numbers as strong as hits
Scp-1 inhibitor – blocks human Scp-1 phosphatase activity | Q9GZU7 | Recombinant Scp1, phosphopeptide, malachite green phosphate absorbance | inhibition, % at 20 µM | 340,000 tested, 0.88% active;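 active = inhibition above about 50% at 20 µM, limit read from the data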;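 also: plate controls were DMSO wells with enzyme for no effect and wells lacking enzyme for full effect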
Target sequence (Q9GZU7 76-261 limits assumed): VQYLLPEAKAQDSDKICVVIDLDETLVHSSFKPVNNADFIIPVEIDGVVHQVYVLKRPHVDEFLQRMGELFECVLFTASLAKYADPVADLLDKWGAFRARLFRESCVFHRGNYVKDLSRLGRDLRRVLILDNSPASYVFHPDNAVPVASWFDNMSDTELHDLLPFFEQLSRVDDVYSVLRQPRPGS
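System: truncated SCP-1 phosphatase (76-261aa); medium: Tris acetate buffer pH 5.5 with MgCl2 and Tween-20; incubation: 45 min room-temperature reaction, 5 min colour, 30 min stabiliser; compound: single 20 µM dose, 1% DMSO; reagent: Phosphorylated 17-residue peptide substrate; read-out: % inhibition at 20 µM; technique: colorimetric free-phosphate detection, absorbance 630 nm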
MT1-MMP act inh – blocks activation of human MT1-MMP | HT1080 RFP-PRO-GFP cells, GFP/RFP ratio fluorescence, overnight; percent of plate control window, DMSO zero | 360,000 tested, 0.061% active | GFP/RFP ratio change, % at 20 µM;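 active = GFP/RFP ratio change of at least 30% with cell ATP level not reduced by more than half and red fluorescence within 50% of control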; also: strong numbers were not always called active
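Test system: HT1080 RFP-PRO-GFP cells; Benchmarks: DMSO and RFP-L50D-GFP cell wells; Timing: cells overnight before dosing, compound overnight, 37 °C, 5% CO2; Compound: one 20 µM compound dose with 1% DMSO; Read-out: GFP/RFP fluorescence ratio.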
Starred values were filed as active, the others as inactive; i = inactive; . = not tested or not shown.

SMILES	SUMO1-SIM PPI	LMPTP block	STEP block	Rpn11 block	DNMT1 block	NRP1-CendR mod	NadD block	SKN-1 block	Scp-1 inhibitor	MT1-MMP act inh
O=S(=O)(c1ccc(F)cc1)N1CCN(S(=O)(=O)c2ccc3c(c2)OCCO3)CC1	1	0.5	0	i	-2	7	-5	5	-7	0
O=C(O)CSCNC(=O)C12CC3CC(CC(C3)C1)C2	2	-0.7	-1	i	1	-13	-2	-26	3	2
CC(C)NC(=S)N/N=C/c1ccc(C(C)(C)C)cc1	-1	2.6	1	i	1	-7	-7	4	-1	-9
Cc1cc2c(cc1C)N(C(=O)CCl)CCN2C(=O)CCl	-2	-2.3	3	i	13	12	2	0	-3	-2
O=c1oc(-c2ccccc2NS(=O)(=O)c2ccccc2)nc2ccccc12	-5	-2.5	-2	i	-2	9	6	-17	-3	-4
CC(C(=O)NCc1cccs1)N1CCN(S(=O)(=O)c2ccc3c(c2)OCCCO3)CC1 (stereo not given)	-2	-1.1	0	i	0	2	-6	10	1	5
COc1cccc(N2C(=O)C(O)=C(C(C)=O)C2c2ccc(OC)c(OC)c2)c1 (stereo not given)	-5	-0.8	3	i	0	1	3	8	-2	2
Cc1ccc(-n2nc(C)c(=O)c(-c3ccccc3)c2NC(=O)c2cccs2)cc1	0	0.4	-1	i	6	8	2	-2	-3	3
COc1cc2c(cc1OC)C(c1cccc(C)c1)CC(=O)N2 (stereo not given)	4	-1.2	-1	i	4	8	4	-4	-7	-1
CC(C)(C)NC(=O)NC(=O)COC(=O)c1cc[n+]([O-])cc1	-1	0.0	0	i	0	11	2	6	-7	-2
O=C(NCCCN1CCOCC1)c1ccccc1NS(=O)(=O)c1ccc(F)cc1	3	-6.6	0	i	0	2	-2	-9	-4	3
Cc1cc(N2CCN(C(=O)c3ccoc3)CC2)n2nc(-c3ccccc3)cc2n1	0	0.5	0	i	-1	-1	14	0	.	3
Cc1cccc(C)c1OCC(O)CNC(C)c1ccccc1 (stereo not given)	-7	-0.9	0	i	0	10	-8	15	-2	-4
Cc1ccc(S(=O)(=O)N2CCN(CCc3ccncc3)CC2)cc1	4	0.7	-4	i	1	2	3	4	-5	2
CCOC(=O)[C@@H]1[C@H]2COc3cc(OC)ccc3[C@@H]2N2C(=O)N(c3cccc(F)c3)C(=O)[C@]12C	7	0.5	-1	i	1	18	-4	13	-10	2
Cc1ccccc1OCCCC(=O)Nc1ccc2c(c1)OCO2	0	0.7	-4	i	-17	-3	0	-17	-8	3
CC(=O)n1cc(C(C[N+](=O)[O-])SCCN)c2ccccc21 (stereo not given)	-2	-5.7	-3	i	-6	-16	0	-2	-5	-10
Cc1ccc(S(=O)(=O)CC(=O)N2CCOCC2)cc1	-1	-1.5	-4	i	3	-2	-5	-3	-2	1
Cc1cc(C(=O)N/N=C/c2cccn2C)n[nH]1	-3	-0.9	-1	i	1	-1	-3	14	-7	0
Nc1nc2c(nc(Br)n2[C@@H]2O[C@@H]3COP(=O)(O)O[C@H]3[C@H]2O)c(=O)[nH]1	0	-1.1	1	i	1	-2	-2	-7	-4	3
Cc1ccc(C(=O)Nc2nnc(-c3ccncc3)s2)o1	1	-2.3	1	i	0	0	-2	14	-7	1
CCCC1(C(=O)OCC)NC(c2ccco2)C2C(=O)N(C)C(=O)C21 (stereo not given)	3	0.1	-8	i	0	-3	0	1	-3	1
O=C(COC(=O)CCC(=O)c1ccc(F)cc1)Nc1cccc(S(=O)(=O)N2CCCC2)c1	-5	-0.9	-3	i	-2	-2	-12	-11	-7	5
COC(=O)c1ccc(CNC(=O)CN(CCC(C)C)S(=O)(=O)c2ccc3c(c2)OCCO3)cc1	-3	2.0	4	i	-4	-10	-12	9	-9	-2
Cc1cccc(-n2cc[nH]c2=S)c1C	0	-1.0	-2	i	1	6	3	3	-6	-7
FCc1nc2nc(Cl)c(Cl)nc2[nH]1	0	-0.4	1	i	-1	6	7	17	.	1
COc1cc[n+]([O-])cc1[N+](=O)[O-]	-4	0.0	-4	i	1	12	0	17	-10	3
CC(C)OC(=O)c1cccc(NC(=O)CSc2nnc(N)s2)c1	0	-0.9	0	i	-4	-6	-2	-8	-1	8
COc1cccc(CNC(=O)COc2cccc(-n3cnnn3)c2)c1	4	-1.4	-2	i	0	6	-3	-25	1	5
CCN(CC)CCNC(=O)c1ccc(NC(=O)c2ccc(COc3ccccc3)cc2)cc1	-47	-1.6	3	i	22	17	-4	3	-10	5
O=C(Nc1sc2c(c1-c1nc3ccccc3[nH]1)CCCC2)C1CC1	-2	0.0	0	i	-7	2	5	5	-2	-7
CSCCC1NC(=O)N(CC(=O)Nc2ccc(Br)cc2Br)C1=O (stereo not given)	2	-0.7	-4	i	-1	-5	0	-5	-4	2
CCOC(=O)C1CCN(c2c(NCc3ccc(C(=O)NC4CCCC4)cc3)c(=O)c2=O)CC1	-1	-0.1	0	i	1	9	2	7	-10	1
CC1=NN(C(=O)CCc2ccc3c(c2)OCO3)C(O)(C(F)(F)F)C1 (stereo not given)	4	0.6	-2	i	-3	-2	-2	-2	-4	9
S=C(Nc1ccc(Cl)cc1)NC1CC2CCCC(C1)N2C1CCCC1 (stereo not given)	4	-2.4	10	i	-2	-5	0	-11	-5	7
Cc1ccccc1NC(=O)c1ccc(-c2ccc(Cl)cc2Cl)o1	-1	5.1	4	i	-4	-4	-7	12	-10	-7
Cc1ccc(C(=O)O)cc1-n1c(=O)n(Cc2ccccc2)c(=O)c2[nH]cnc21	-1	1.0	0	i	5	6	2	-5	-9	3
COc1ccccc1NC(=O)c1cc2ccccc2o1	-1	0.1	-2	i	-2	-7	-8	0	-12	-2
O=S(=O)(NCCN1CCCC1)c1ccc(C(F)(F)F)cc1	-2	-1.3	-2	i	2	16	-6	7	-14	3
O=C(Nc1ccccc1)C1CC(=O)n2ncnc2N1 (stereo not given)	-1	0.2	0	i	2	-2	-3	-7	-4	3

Record cards (already shown):
O=C(Nc1ccccc1)C1CC(=O)n2ncnc2N1 (stereo not given) is listed as SUMO1-SIM PPI = -1; LMPTP block = 0.2; STEP block = 0; Rpn11 block = i; DNMT1 block = 2; NRP1-CendR mod = -2; NadD block = -3; SKN-1 block = -7; Scp-1 inhibitor = -4; MT1-MMP act inh = 3
CCOC(=O)C1CCN(c2c(NCc3ccc(C(=O)NC4CCCC4)cc3)c(=O)c2=O)CC1 is listed as SUMO1-SIM PPI = -1; LMPTP block = -0.1; STEP block = 0; Rpn11 block = i; DNMT1 block = 1; NRP1-CendR mod = 9; NadD block = 2; SKN-1 block = 7; Scp-1 inhibitor = -10; MT1-MMP act inh = 1
CSCCC1NC(=O)N(CC(=O)Nc2ccc(Br)cc2Br)C1=O (stereo not given) is listed as SUMO1-SIM PPI = 2; LMPTP block = -0.7; STEP block = -4; Rpn11 block = i; DNMT1 block = -1; NRP1-CendR mod = -5; NadD block = 0; SKN-1 block = -5; Scp-1 inhibitor = -4; MT1-MMP act inh = 2

The listing continues:
SMILES	SUMO1-SIM PPI	LMPTP block	STEP block	Rpn11 block	DNMT1 block	NRP1-CendR mod	NadD block	SKN-1 block	Scp-1 inhibitor	MT1-MMP act inh
CN(C)S(=O)(=O)c1ccc(N2C(=O)CC2(/C=C/c2ccccc2)C(=O)NC2CCCC2)cc1 (stereo not given)	0	2.2	-2	i	-11	3	8	3	-1	-1
CCOc1ccc(S(=O)(=O)NCCN2CCOCC2)c2ccccc12	-6	-0.6	1	i	-2	-8	-1	-14	0	1
Cc1nc2c(-c3ccc(F)cc3)c(C)nn2c(C)c1CCC(=O)N1CCN(c2ccccn2)CC1	-7	3.0	-2	i	3	-14	2	-6	-9	-1
O=[N+]([O-])c1ccccc1OCCCOc1cccc2cccnc12	-14	1.4	-1	i	-6	0	-1	7	-6	-2
O=C(C1CCCCC1)N1C[C@@H](n2cc(-c3ccc(F)cc3)nn2)[C@H](O)C[C@@H]1c1ccc(Cl)cc1	-5	1.9	1	i	-1	1	0	3	.	3
CC(C)(C)S(=O)N1Cc2cc(CO)cc(CCO)c2[C@@H]1CCO (stereo not given in full)	0	-0.8	-2	i	1	0	0	15	-11	1
Fc1ccccc1NC(=S)N(CCCN1CCOCC1)Cc1cccnc1	3	-4.8	3	i	-1	10	-6	2	-1	-1
COc1ccc(-c2nc3n(n2)C(c2ccccc2)C2=C(CCCC2=O)N3)cc1OC (stereo not given)	16	0.2	-5	i	1	-4	1	-15	-8	14
CCN1CCN(C(=O)C(C)Nc2cc(Cl)c(OC)cc2OC)CC1 (stereo not given)	-17	-2.5	-3	i	-7	17	-3	25	2	1
CCOC(=O)N1CCN(C(=O)C(c2ccccc2)c2ccccc2)CC1	2	1.0	-3	i	0	-20	-6	18	3	6
Cc1onc(-c2c(F)cccc2Cl)c1C(=O)Nc1ccc(S(=O)(=O)Nc2ncccn2)cc1	0	0.8	-5	i	3	-12	-1	0	-4	0
O=C(CCCc1ccccc1)Nc1nnc(C(F)(F)F)s1	1	-0.2	0	i	-1	-7	-3	-11	-11	2
CCCOc1ccc(N2CC(C(=O)Nc3ccccc3C(=O)NC)CC2=O)cc1 (stereo not given)	5	-0.1	0	i	1	1	-4	0	-12	2
COc1ccc(C2CC(=O)Oc3cc(OC)c(OC)c(OC)c32)cc1 (stereo not given)	1	0.7	0	i	5	-3	0	4	21	4
CCOC(=O)c1sc(NC(=O)CN2C(=O)NC3(CC(C)CC(C)(C)C3)C2=O)cc1C (stereo not given)	18	2.5	-1	i	-7	-1	1	4	-7	-5
CN(C)/C=N/N(C)c1ncccc1[N+](=O)[O-]	-18	1.5	2	i	-7	-6	7	8	3	3
COc1ccc(C)cc1NC(=O)CCN1CCCC1	3	-0.9	2	i	2	10	0	-1	-4	6
COC(=O)CNC(=O)c1cccc(-c2ccc(OC)cc2)c1	3	-0.7	10	i	-2	2	-2	4	-8	4
COc1ccccc1N1CCN(C(=O)CSc2nnc(NC(=O)C3CC3)s2)CC1	0	-1.2	-1	i	-1	-1	0	7	-12	-1
O=C(/C=C/c1ccc(Cl)cc1Cl)N(Cc1ccccc1)C1CCS(=O)(=O)C1 (stereo not given)	1	2.0	2	i	-3	-9	-5	11	-9	-2
O=C(O)C1CCN(C(=O)c2ccccc2Cl)CC1	1	-1.4	-4	i	2	-12	-3	3	-4	6
Cc1cc(C)n(-c2ccc(C(=O)NCc3ccc(F)cc3)cc2)n1	-2	-0.5	0	i	1	-22	-9	11	-4	1
C=CCOc1ccc(C2c3c(oc4ccccc4c3=O)C(=O)N2CCCN2CCOCC2)cc1 (stereo not given)	-9	-3.0	-3	i	-1	-3	0	96	0	-7
Clc1ccc2nc(-c3ccccc3)nc(C(Cl)Cl)c2c1	-7	-0.2	1	i	18	0	3	-4	-6	-26
